dFosB act = activators of mouse delta FosB homodimer | purified delta FosB, TAMRA-CDK5 oligo fluorescence polarization; percent of positive-control signal above neutral wells | activation, % at 25 µM | P13346 | 340,000 tested, 0.99% active;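 active = mean activation above about 17%, with every replicate also reaching it, limit read from the data, passing the limit was not always enough; inconclusive = only one of the two conditions met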;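 note: fluorescence polarization rise as delta FosB binds a TAMRA Cdk5 AP-1 oligo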
Target sequence (P13346 whole entry, looked up): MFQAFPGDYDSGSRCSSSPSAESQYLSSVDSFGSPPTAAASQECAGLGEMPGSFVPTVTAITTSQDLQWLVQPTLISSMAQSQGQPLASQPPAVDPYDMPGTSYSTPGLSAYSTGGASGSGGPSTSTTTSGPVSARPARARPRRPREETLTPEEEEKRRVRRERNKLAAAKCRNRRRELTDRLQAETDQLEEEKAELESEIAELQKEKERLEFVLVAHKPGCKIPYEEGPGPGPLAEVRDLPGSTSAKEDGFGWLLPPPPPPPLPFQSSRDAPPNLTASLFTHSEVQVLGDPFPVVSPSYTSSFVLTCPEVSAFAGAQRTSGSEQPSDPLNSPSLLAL
PvdQ inh = P. aeruginosa PvdQ acylase inhibition. inhibition, % at 10 µM. AID 488965. purified PvdQ acylase, fluorescence plate reader. 340,000 tested, 0.063% active; in the data active = inhibition above about 30%, passing the limit was not always enough; inconclusive = no clear call, values can overlap the other calls;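 note: 0% = vehicle neutral wells and 100% = reference inhibitor wells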
Wnt act = activates Wnt/beta-catenin signaling in a reporter cell assay. activation, % at 9.35 µM. activator, plate reader. 300,000 tested, 1.2% active; in the data active = activation above about 30%, passing the limit was not always enough; inconclusive = no clear call, values can overlap the other calls;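 note: 0% = neutral control wells and 100% = positive control wells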
V-ATPase pHluor = alters yeast V-ATPase proton transport; S. cerevisiae, pHLuorin cytosolic pH fluorescence; response, % at 10 µM; 350,000 tested, 0.37% active; AID 504577; in the data active = response mostly above about 7.3%, no sharp cut-off; inactive = mostly below about 5.4%; note: actives read high; inactives centre near 0; some compounds called inactive have numbers as strong as hits; reference of the scale not given here
NSD2 inh = NSD2 (human) methyltransferase inhibition; NSD2 peptide methylation, AlphaScreen, 120 min; inhibition, % at 12.5 µM; 310,000 tested, 0.54% active; AID 743445; in the data active = inhibition above about 50%
CDK5 p35 inh = blocks human CDK5/p35 kinase activity; Q00535+Q15078; 330,000 tested, 0.01% active; AID 488839; Recombinant CDK5/p35, ADP-Glo luminescence, 60 min; inhibition, % at 10 µM;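 active = highest replicate inhibition of at least 50% and at least 75% of replicates reaching 50%; inconclusive = only one of the two criteria met; inactive = both criteria failed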;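 note: plate controls were DMSO neutral control for no effect and GW8510 at 10 µM for full effect; many of its hits are not listed in these tables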
Target sequence (Q00535 whole entry, looked up): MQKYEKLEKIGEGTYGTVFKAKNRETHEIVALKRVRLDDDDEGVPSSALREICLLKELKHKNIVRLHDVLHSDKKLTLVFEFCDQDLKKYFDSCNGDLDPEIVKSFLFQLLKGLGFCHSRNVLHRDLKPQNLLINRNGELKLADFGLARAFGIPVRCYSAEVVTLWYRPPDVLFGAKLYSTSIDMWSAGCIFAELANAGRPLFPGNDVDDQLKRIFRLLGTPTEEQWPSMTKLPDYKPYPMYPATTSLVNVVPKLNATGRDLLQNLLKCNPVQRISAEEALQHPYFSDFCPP
Target sequence (Q15078 whole entry, looked up): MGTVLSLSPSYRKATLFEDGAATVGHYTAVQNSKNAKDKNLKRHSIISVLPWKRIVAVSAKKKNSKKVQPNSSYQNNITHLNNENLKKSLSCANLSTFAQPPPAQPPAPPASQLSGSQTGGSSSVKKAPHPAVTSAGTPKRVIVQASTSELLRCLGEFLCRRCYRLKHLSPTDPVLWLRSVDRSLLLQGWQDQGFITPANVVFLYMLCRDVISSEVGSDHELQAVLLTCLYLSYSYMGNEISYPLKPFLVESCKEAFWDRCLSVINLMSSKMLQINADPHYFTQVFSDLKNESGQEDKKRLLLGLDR
HTR5A inv ag = counter-screen for OPRM1-OPRD1 inverse agonists: human HTR5A inverse agonism | 340,000 tested, 0.083% active | AID 504634 | HTR5A cell line, luminescence | P47898 | inhibition, % at 9.3 µM; in the data active = inhibition mostly above about 23%, no sharp cut-off; inactive = mostly below about 18%;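 note: 0% = cells with DMSO and 100% = no-cell wells with DMSO; some compounds called inactive have numbers as strong as hits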
MITF act = MITF TRPM1 promoter activation in melanoma cells. AID 588334. 300,000 tested, 0.75% active. activation, % at 12.5 µM. SK-MEL-5 TRPM1-promoter luciferase, 24 h; % of positive control, neutral wells = 0;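 active = mean activation of at least 80% with every replicate also reaching 80%; inconclusive = mean reaches 80% but some replicate falls short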;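 note: 0% = neutral control wells and 100% = parthenolide positive control wells; values of inactives mirror those of a sister screen read the other way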
HTR5A ag = counter-screen for OPRM1-OPRD1 agonists: human HTR5A agonism; AID 504692; HTR5A agonist assay, luminescence, cell-based; activation, % at 9.3 µM; 340,000 tested, 0.61% active; P47898; in the data active = activation mostly above about 9.5%, no sharp cut-off; inactive = mostly below about 7.6%;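 note: 0% = cells with vehicle only and 100% = reference agonist; strong numbers were not always called active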
SR-BI HDL uptake = mouse SR-BI HDL lipid transfer inhibition | 320,000 tested, 0.96% active | inhibition, % at 12.5 µM | ldlA[mSR-BI] CHO cells, DiI-HDL uptake fluorescence, 3 h | AID 488896 | Q61009;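 active = mean replicate inhibition of at least 70% and a set share of replicates each scoring 70 or more; inconclusive = meets just one of the two criteria; inactive = fails both criteria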;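 note: 0% = median of neutral control wells and 100% = median of positive control wells; values of inactives mirror those of a sister screen read the other way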
* hit, by the source's call.

N#C/C(=C\c1ccc(O)c(O)c1)C(=O)NCCCc1ccccc1 was read as dFosB act 2, PvdQ inh 4, Wnt act -5, V-ATPase pHluor -3, CDK5 p35 inh 1.5, HTR5A inv ag -25, MITF act -15, HTR5A ag -1 and SR-BI HDL uptake inconclusive.
`Cc1ccc(Sc2cc(Cl)nc(N)n2)cc1` gave dFosB act 58*, PvdQ inh -10, V-ATPase pHluor 4, NSD2 inh 1, CDK5 p35 inh -0.9, HTR5A inv ag -6, MITF act 13, HTR5A ag 3 and SR-BI HDL uptake 4.
For CC(C)(C)c1nnc(SCC(=O)c2ccccc2)n(N)c1=O the results were dFosB act 5, PvdQ inh -10, V-ATPase pHluor -2, NSD2 inh -3, CDK5 p35 inh -2.2, HTR5A inv ag -4, MITF act 29, HTR5A ag 3 and SR-BI HDL uptake 11.
Screening COc1ccc(-c2nc(C#N)c(NCc3ccc(F)cc3)o2)cc1OC returned dFosB act -1, PvdQ inh -13, V-ATPase pHluor 2, NSD2 inh -1, CDK5 p35 inh 0.6, HTR5A inv ag -9, MITF act 22, HTR5A ag 3 and SR-BI HDL uptake 74*.
Screening COc1ccc(CCNC(=O)CSc2ccc(-c3cccs3)nn2)cc1 returned dFosB act -1, PvdQ inh -6, Wnt act 0, V-ATPase pHluor -4, NSD2 inh 7, CDK5 p35 inh 1.0, HTR5A inv ag 0, MITF act 0, HTR5A ag 0 and SR-BI HDL uptake -21.
CC(C)=C(NC(=O)c1ccccc1)C(=O)Nc1cccc(C(=O)O)c1 was read as dFosB act 1, PvdQ inh 11, Wnt act -2, V-ATPase pHluor 3, NSD2 inh -2, CDK5 p35 inh 3.6, HTR5A inv ag -27, HTR5A ag 0 and SR-BI HDL uptake -11.
Screening O=S(=O)(CCN1CCN(c2ccccn2)CC1)c1ccc(F)cc1 returned dFosB act -4, PvdQ inh -6, Wnt act 1, V-ATPase pHluor 5, NSD2 inh -2, CDK5 p35 inh 0.7, HTR5A inv ag 11, MITF act 1, HTR5A ag -5 and SR-BI HDL uptake 8.
O=[N+]([O-])c1cc(-c2cnc3ccccc3n2)ccc1Oc1ccc(F)cc1 was read as dFosB act -13, PvdQ inh -12, V-ATPase pHluor 1, NSD2 inh 16, CDK5 p35 inh -2.1, HTR5A inv ag 19, MITF act 25, HTR5A ag 2 and SR-BI HDL uptake 18.
For COc1ccc(S(=O)(=O)N2CCCC2C(=O)Nc2ccc(O)cc2)cc1 (centres undefined) the results were dFosB act -6, PvdQ inh -13, Wnt act -4, V-ATPase pHluor 3, CDK5 p35 inh -0.6, HTR5A inv ag 14, MITF act -6, HTR5A ag -5 and SR-BI HDL uptake 1.
Screening CC(C)(C)OC(=O)N(CCc1ccccc1)Cc1ccccc1OCc1ccc(NC(=O)C2CCCC2)cc1 returned dFosB act -5, PvdQ inh -3, Wnt act -4, V-ATPase pHluor 1, CDK5 p35 inh 0.7, HTR5A inv ag 13, MITF act 11, HTR5A ag -3 and SR-BI HDL uptake 36.
For CN1C(=O)NC(c2ccc(O)cc2)C2=C1CN(c1cccc3ccccc13)C2=O (centres undefined) the results were dFosB act -7, PvdQ inh -2, Wnt act 0, V-ATPase pHluor 0, CDK5 p35 inh 2.3, HTR5A inv ag 3, MITF act 0, HTR5A ag 4 and SR-BI HDL uptake 13.
Screening O=C(CCCN1C(=O)/C(=C/c2cccc(Br)c2)SC1=S)Nc1cccnc1 returned dFosB act 22*, PvdQ inh -12, Wnt act -2, V-ATPase pHluor 0, NSD2 inh -5, CDK5 p35 inh -1.5, MITF act -7 and SR-BI HDL uptake 20.
For Cc1ccc(S(=O)(=O)CCC(=O)OCc2ccc(Cl)cc2)cc1 the results were dFosB act -2, PvdQ inh 12, Wnt act -3, V-ATPase pHluor -2, NSD2 inh -3, CDK5 p35 inh -0.5, HTR5A inv ag 28, MITF act -8, HTR5A ag 3 and SR-BI HDL uptake -25.
For COc1ccc(S(=O)(=O)N/N=c2\oc3c(OC)cccc3cc2S(=O)(=O)c2ccc(C)cc2)cc1OC the results were dFosB act -1, PvdQ inh -4, Wnt act -1, V-ATPase pHluor 0, NSD2 inh 3, CDK5 p35 inh -1.9, HTR5A inv ag 15, MITF act -4, HTR5A ag -6 and SR-BI HDL uptake -4.
For Cc1ccccc1N1CCN(C(=O)C2CCC(=O)N(C3CCCC3)C2)CC1 (centres undefined) the results were dFosB act -8, PvdQ inh -14, Wnt act 0, V-ATPase pHluor 2, NSD2 inh 1, CDK5 p35 inh -0.9, HTR5A inv ag 10, MITF act 4, HTR5A ag 6 and SR-BI HDL uptake -7.
`COc1ccc(/C=C2/SC(c3ccc(C)cc3)=NC2=O)cc1OC` gave dFosB act -5, PvdQ inh 7, V-ATPase pHluor 6, NSD2 inh -1, CDK5 p35 inh 0.2, HTR5A inv ag -25, MITF act 7, HTR5A ag -4 and SR-BI HDL uptake 26.
`O=C(c1cc2ccccc2o1)N1CCN(S(=O)(=O)c2cccs2)CC1` gave dFosB act -7, PvdQ inh -10, V-ATPase pHluor 3, NSD2 inh 1, CDK5 p35 inh 0.5, HTR5A inv ag 19, MITF act -2, HTR5A ag -7 and SR-BI HDL uptake -21.
`Cc1cnn(CCC(=O)NNC(=S)Nc2cccc(Cl)c2)c1` gave dFosB act -8, PvdQ inh -20, V-ATPase pHluor -3, NSD2 inh -10, CDK5 p35 inh 0.0, HTR5A inv ag -15, MITF act -4, HTR5A ag 1 and SR-BI HDL uptake -9.
O=C(CSc1nnc(NC(=O)c2ccc(F)cc2F)s1)NC1CCCC1 was read as dFosB act 8, PvdQ inh -5, Wnt act 2, V-ATPase pHluor -4, NSD2 inh -6, CDK5 p35 inh -0.7, HTR5A inv ag -3, MITF act 21 and HTR5A ag -3.
Screening O=C(Nc1cccc2cccc(NC(=O)c3ccco3)c12)c1ccco1 returned dFosB act -2, PvdQ inh 1, V-ATPase pHluor 4, NSD2 inh -1, CDK5 p35 inh 0.3, HTR5A inv ag 12, MITF act -15, HTR5A ag 2 and SR-BI HDL uptake 8.
CCOC(=O)C1=C(C)NC2=C(C(=O)CCC2)C1c1ccc(O)c(OCC)c1 (centres undefined) was read as dFosB act -3, PvdQ inh -9, Wnt act -3, V-ATPase pHluor -5, NSD2 inh -1, CDK5 p35 inh -1.1, HTR5A inv ag -14, MITF act -4, HTR5A ag 5 and SR-BI HDL uptake 3.
`COc1ccc(N2CC(C(=O)Nc3nc4ccccc4s3)CC2=O)cc1` (centres undefined) gave dFosB act -2, PvdQ inh -3, Wnt act 1, V-ATPase pHluor 4, CDK5 p35 inh -3.7, HTR5A inv ag -5, MITF act 1, HTR5A ag 2 and SR-BI HDL uptake -19.
Screening CCOc1ccc(S(=O)(=O)N2CCC(C(=O)NCc3ccncc3)CC2)cc1Cl returned dFosB act -1, PvdQ inh -3, Wnt act 3, V-ATPase pHluor 1, NSD2 inh 1, CDK5 p35 inh -1.4, HTR5A inv ag -2, MITF act -14 and HTR5A ag 1.
`COC(=O)[C@H](CCSC)NC(=O)Cn1cc(C)c(=O)[nH]c1=O` gave dFosB act -1, PvdQ inh -8, Wnt act -2, V-ATPase pHluor 3, CDK5 p35 inh -2.1, HTR5A inv ag 2, MITF act -3, HTR5A ag 0 and SR-BI HDL uptake 2.
`C=CCN1CC(=O)N2C(C)c3[nH]c4ccccc4c3C[C@H]2C1=O` (some centres undefined) gave dFosB act -2, PvdQ inh -3, Wnt act 0, V-ATPase pHluor 5, NSD2 inh -1, CDK5 p35 inh -0.2, HTR5A inv ag 21, MITF act 11, HTR5A ag -6 and SR-BI HDL uptake -5.
For Cc1ccnc(NC(=O)c2ccc(N3C(=O)CCC3=O)cc2)c1 the results were dFosB act 1, PvdQ inh 1, V-ATPase pHluor -1, NSD2 inh 0, CDK5 p35 inh 0.5, HTR5A inv ag -25, MITF act 25, HTR5A ag -2 and SR-BI HDL uptake 20.
Screening COC(=O)c1cc(Br)c(=O)n(-c2ccc(F)cc2)c1 returned dFosB act -3, PvdQ inh 2, Wnt act -6, V-ATPase pHluor -4, NSD2 inh -7, CDK5 p35 inh 1.9, HTR5A inv ag 3, MITF act -5, HTR5A ag -1 and SR-BI HDL uptake -2.
Screening CCOC(=O)c1ccc(NC(=O)c2nc[nH]c2C(=O)NCCCCNC(=O)c2[nH]cnc2C(=O)Nc2ccc(C(=O)OCC)cc2)cc1 returned dFosB act 1, PvdQ inh -2, Wnt act 3, V-ATPase pHluor 1, CDK5 p35 inh -1.2, HTR5A inv ag -14, MITF act -28, HTR5A ag 3 and SR-BI HDL uptake -14.
`COC(=O)c1sc2ncn(CC(=O)N(C)C3CCCCC3)c(=O)c2c1C` gave dFosB act -4, PvdQ inh -9, Wnt act -3, V-ATPase pHluor 2, NSD2 inh 27, CDK5 p35 inh -2.6, HTR5A inv ag 9, MITF act -1, HTR5A ag 1 and SR-BI HDL uptake -19.
For CCN(CC)Cc1c(O)c(Cl)cc2c(C)c(C)c(=O)oc12 the results were dFosB act -7, PvdQ inh -17, Wnt act -5, V-ATPase pHluor -2, NSD2 inh 0, CDK5 p35 inh -2.1, HTR5A inv ag -3, HTR5A ag 4 and SR-BI HDL uptake -27.
Screening COc1ccc(/C=C/C(=O)OCC(=O)Nc2cccc(C(C)=O)c2)cc1 returned dFosB act -7, PvdQ inh 1, V-ATPase pHluor 2, NSD2 inh -3, CDK5 p35 inh 1.2, HTR5A inv ag 3, MITF act 4, HTR5A ag -1 and SR-BI HDL uptake -4.
`CCCn1c(C)cc(C(=O)COC(=O)c2ccc(Cl)c(S(=O)(=O)N3CCCC3)c2)c1C` gave dFosB act -6, PvdQ inh -13, V-ATPase pHluor 0, NSD2 inh -1, CDK5 p35 inh -0.2, HTR5A inv ag 21, HTR5A ag 0 and SR-BI HDL uptake 17.
For COc1ccc(CC(=O)OCc2cc3ccc(C)cc3[nH]c2=O)cc1 the results were dFosB act -7, PvdQ inh -11, V-ATPase pHluor -2, CDK5 p35 inh -1.6, HTR5A inv ag -19, MITF act -7, HTR5A ag 4 and SR-BI HDL uptake 1.
CCN1CCN(C(=O)C23CCC(C)(C(=O)C2Br)C3(C)C)CC1 (centres undefined) was read as dFosB act 3, PvdQ inh -27, Wnt act -3, V-ATPase pHluor -3, NSD2 inh 4, CDK5 p35 inh 1.4, HTR5A inv ag -13, MITF act -5, HTR5A ag -5 and SR-BI HDL uptake -1.
O=C(NCc1ccc2c(c1)OCO2)C(=O)NCC1OCCCN1S(=O)(=O)c1ccc(F)cc1 (centres undefined) was read as dFosB act -11, PvdQ inh -11, Wnt act -2, V-ATPase pHluor 1, NSD2 inh 1, CDK5 p35 inh -1.3, HTR5A inv ag 2, MITF act -3, HTR5A ag -3 and SR-BI HDL uptake -1.
`O=[N+]([O-])c1cccc(COc2ccccc2CN2CCOCC2)c1` gave dFosB act 4, PvdQ inh -1, Wnt act -3, V-ATPase pHluor -1, CDK5 p35 inh 0.1, HTR5A inv ag 5, MITF act 4, HTR5A ag -1 and SR-BI HDL uptake -7.
Screening O=c1c(Cl)c(N2CCN(c3ccc(F)cc3)CC2)cnn1C12CC3CC(CC(C3)C1)C2 returned dFosB act -1, PvdQ inh -24, V-ATPase pHluor -5, NSD2 inh 7, CDK5 p35 inh -4.0, HTR5A inv ag 7, MITF act -7, HTR5A ag -2 and SR-BI HDL uptake 61.
